TDP2 inh: human TDP2 enzyme inhibitors, primary screen, biochemical, epi absorbance, recombinant enzyme | hit rate 0.34% among 370,000 | T5PNP hydrolysis, p-nitrophenol absorbance 415 nm | inhibition, % at 12.8 µM | Tyrosyl-DNA phosphodiesterase 2 (Homo sapiens), O95551;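 active = inhibition above the mean of all tested compounds plus 3 SD, set per campaign, cut at about 25% in these data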;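 also: 0% = DMSO with enzyme and 100% = buffer with substrate but no TDP2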
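Incubation: 2 h at 37 °C; Test system: recombinant human TDP2; Quantity: enzyme 120 nM; Read-out basis: percent inhibition; Medium: 50 mM Tris-HCl pH 7.5 with Mg2+, KCl, DTT, BSA; Repeats: single replicate; Compound: 12.8 µM single point, 1% DMSO; Signal: epi absorbance; Reagent: 5 mM T5PNP chromogenic substrate; Benchmarks: no-enzyme high, DMSO-plus-enzyme low.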
SIAE primary: human SIAE inhibitors, primary screen, biochemical, fluorescence polarization, FP-Rh probe, 1536-well HTS; hit rate 0.69% among 370,000; SIAE FP-Rh probe binding; AID 1053197, 2014; inhibition, % at 9.66 µM;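 active = inhibition above a cutoff: mean of compounds within the control limits plus 3 SD of those, cut at about 17% in these data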;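 also: 0% = plate median of compound wells and 100% = probe without SIAE protein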
mABHD4 FP: ABHD4 inhibitors, primary screen, biochemical, fluorescence polarization, mouse | hit rate 0.54% among 370,000 | AID 720543, 2013 | inhibition, % at 8.92 µM | purified mABHD4, FP-Rh probe fluorescence polarization | (Lyso)-N-acylphosphatidylethanolamine lipase (Mus musculus), Q8VD66;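 active = inhibition exceeding the mean over every tested compound plus 3 SD, cut at about 30% in these data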;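 also: 0% = plate median of compound wells and 100% = S159A mutant with DMSO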
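Material: mouse ABHD4 enzyme, wild type; Benchmarks: S159A mutant high control, sample median low control; Buffer or medium: HEPES pH 7.0, NaCl, Pluronic buffer; Signal: fluorescence polarization; Read-out: percent inhibition of probe binding, normalized to plate controls; Timing: pre-incubation 45 min, probe exposure 60 min, at 25 °C; Dosing: 8.92 µM, single dose.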
PG9 binder: binders of HIV-1 gp120 antibody PG9, primary screen, biochemical, TR-FRET; HIV-1 gp120 / PG9 antibody interaction; hit rate 0.43% among 360,000; TR-FRET gp120-PG9 antibody binding; inhibition, % at 6.7 µM; in the data active = inhibition above about 8.5%
rCAG binder: binders of r(CAG) RNA repeats, primary screen, biochemical, fluorescence; hit rate 1.3% among 370,000; inhibition, % at 3 µM; r(CAG) RNA repeat, TO-PRO-1 dye displacement fluorescence;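 active = inhibition above the plate cutoff, the mean of all test compounds on that plate plus 3 SD, cut at about 35% in these data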;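 also: 0% = DMSO alone and 100% = 100 µM mitoxantrone as full dye displacement; higher means more dye released from RNA so lower well fluorescence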
Rev-erbA mod: modulators of Rev-erb alpha DNA binding, primary screen, biochemical, FITC-DNA, fluorescence polarization, uHTS. Nuclear receptor subfamily 1 group D member 1 (Homo sapiens), P20393. Rev-erbα–FITC-DNA binding, 90 min. activity, % at 10 µM. hit rate 0.79% among 370,000. AID 1259318, 2017;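 active = activity above about 14%, limit read from the data; passing the limit was not always enough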;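 also: 0% = DMSO wells with 35 nM protein and 100% = DMSO wells with 750 nM protein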
Target sequence (P20393 whole entry, looked up): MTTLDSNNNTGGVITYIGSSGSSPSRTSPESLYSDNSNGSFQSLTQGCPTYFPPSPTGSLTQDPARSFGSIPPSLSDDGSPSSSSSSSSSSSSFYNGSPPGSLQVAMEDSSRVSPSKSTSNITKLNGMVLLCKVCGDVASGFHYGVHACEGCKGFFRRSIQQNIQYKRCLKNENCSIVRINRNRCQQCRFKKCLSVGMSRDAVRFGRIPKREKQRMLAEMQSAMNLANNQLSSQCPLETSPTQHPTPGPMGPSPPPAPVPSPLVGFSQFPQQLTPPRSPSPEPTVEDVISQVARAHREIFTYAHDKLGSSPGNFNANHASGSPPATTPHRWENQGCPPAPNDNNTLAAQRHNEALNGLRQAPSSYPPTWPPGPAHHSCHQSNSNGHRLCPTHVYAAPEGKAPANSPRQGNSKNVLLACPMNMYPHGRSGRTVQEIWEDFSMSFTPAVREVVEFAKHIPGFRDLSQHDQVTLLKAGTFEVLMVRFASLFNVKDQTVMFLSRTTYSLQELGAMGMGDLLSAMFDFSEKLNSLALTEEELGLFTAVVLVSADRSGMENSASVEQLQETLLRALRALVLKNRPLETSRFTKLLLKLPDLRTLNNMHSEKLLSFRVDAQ
PRMT1 FP inh: PRMT1 methyltransferase inhibitors, primary screen, biochemical, fluorescence polarization | hit rate 1.3% among 370,000 | recombinant PRMT1, activity-based probe fluorescence polarization | Protein arginine N-methyltransferase 1 (Homo sapiens), Q99873 | inhibition, % at 2.79 µM;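 active = inhibition above about 21% made by adding two undisclosed values, limit read from the data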
Target sequence (Q99873 whole entry, looked up): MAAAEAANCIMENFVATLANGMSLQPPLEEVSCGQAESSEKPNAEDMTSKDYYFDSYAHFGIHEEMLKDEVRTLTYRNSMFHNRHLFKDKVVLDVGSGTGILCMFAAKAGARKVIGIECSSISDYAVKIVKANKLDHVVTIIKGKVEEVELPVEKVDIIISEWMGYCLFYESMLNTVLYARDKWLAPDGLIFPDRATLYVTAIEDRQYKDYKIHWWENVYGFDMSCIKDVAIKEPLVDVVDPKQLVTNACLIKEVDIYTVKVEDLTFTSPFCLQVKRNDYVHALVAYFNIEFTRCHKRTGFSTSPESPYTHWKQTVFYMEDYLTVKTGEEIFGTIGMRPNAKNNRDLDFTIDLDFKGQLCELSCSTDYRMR
TCR CD3 inh: inhibitors of human TCR-CD3 interaction, primary screen, biochemical, fluorescence, TAMRA-labeled TCR probe; hit rate 0.37% among 360,000; T-cell receptor (TCR); inhibition, % at 9.4 µM; in the data active = inhibition above about 19%;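 also: recombinant mutant TCR 2C K166C tagged with TAMRA read by polarization; 0% = receptor in buffer alone and 100% = receptor with positive control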
HTRA1 inhibitor: HTRA1 serine protease inhibitors, primary screen, biochemical, fluorescence polarization, HTS | inhibition, % at 5.96 µM | hit rate 0.5% among 340,000 | Q92743 | recombinant HTRA1, FP-rhodamine activity-based probe; in the data active = inhibition above about 36%;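 also: 0% = enzyme with DMSO and 100% = wells lacking enzyme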
LEDGF integ inh: blockers of LEDGF/p75-dependent integrase strand transfer – biochemical, TR-FRET, high throughput, primary screen. hit rate 0.64% among 370,000. inhibition, % at 3.7 µM. TR-FRET IN-LEDGF/p75 DNA integration, Eu/Cy5. HIV-1 integrase (with human LEDGF/p75). AID 743269, 2014;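 active = inhibition above the screen-wide mean plus 3 SD, cut at about 13% in these data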;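 also: signal is the Cy5 over europium emission ratio at 671 and 618 nm; 0% = plate median of compound wells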
The depositor's hits bear a star; nt = not tested or not shown. The list is partial; the hit share may differ from the screen's.

SMILES | TDP2 inh | SIAE primary | mABHD4 FP | PG9 binder | rCAG binder | Rev-erbA mod | PRMT1 FP inh | TCR CD3 inh | HTRA1 inhibitor | LEDGF integ inh
CCOc1ccc(C(=O)NCC(=O)OCc2c(C)noc2C)cc1OCC | -4.7 | 5.7 | -0.3 | -2.4 | -5.3 | -1.9 | -2.3 | 9.3 | -1.9 | 2.0
COc1ccc(C=NCCCN2CCOCC2)cc1 | 1.0 | 1.6 | -0.7 | 0.6 | -2.4 | 1.6 | 1.6 | -5.0 | 7.6 | 2.7
CCn1ncc(Cl)c1C(=O)Nc1cc(Cl)ccc1Cl | -12.2 | 8.8 | -4.2 | -0.8 | -3.5 | 5.7 | -3.2 | 3.0 | -4.5 | -3.6
COC(=O)c1ccc2nc(C3CCCCC3)c(CC(C)(C)C)n2c1 | -4.5 | -4.1 | 10.1 | -1.6 | 3.0 | 6.5 | 4.1 | 4.4 | nt | -4.1
COc1ccc(CCN2CC(C(=O)N(C)Cc3c(C)n[nH]c3C)CCC2=O)cc1 (stereo not given) | 3.9 | 2.9 | 9.5 | -2.4 | -3.7 | 0.8 | 2.0 | 0.2 | 8.0 | -2.5
O=S(=O)(c1ccc(N2CCN(CCO)CC2)nc1)N1CCOCC1 | -1.9 | 0.8 | 5.9 | -0.4 | 1.4 | 5.5 | -1.7 | 4.1 | -6.1 | -0.9
C=CCNC(=O)/C(=C/c1cccc([N+](=O)[O-])c1)NC(=O)c1ccco1 | -5.2 | 0.9 | 1.2 | 2.7 | -2.1 | -3.7 | 4.3 | -10.1 | -2.6 | -0.1
Cc1ccc(S(=O)(=O)CC(=O)Nc2nc(-c3ccccc3)cs2)cc1 | 0.4 | -12.6 | -22.3 | -2.1 | 7.2 | -1.5 | 0.4 | -1.7 | -28.8 | 3.4
C[C@H](O)[C@@H]1C(=O)N2CCc3c([nH]c4cccc(-c5ccccc5)c34)[C@@H]2C[C@@H]1N(C)C(=O)C1CCCCC1 | -2.5 | 2.5 | 0.0 | -0.2 | 5.8 | -3.8 | -0.6 | 8.0 | nt | 3.8
CCOC(=O)Cn1nnc(-c2ccc(OCC(C)C)cc2)n1 | 8.4 | 1.0 | 1.7 | -1.6 | -1.3 | 7.3 | -0.3 | 1.3 | -0.5 | 0.7
COc1ccc(N2CCN(S(=O)(=O)c3ccc(Cl)s3)CC2)cc1 | 9.0 | 2.1 | 5.8 | -4.3 | -0.7 | -4.1 | -1.3 | -3.8 | -1.5 | -5.6
O=C(OCC(=O)c1ccc(Br)s1)c1ccc(O)cc1 | 4.1 | -2.6 | -8.9 | -2.5 | 3.9 | 4.2 | 0.1 | 9.2 | -15.3 | -5.8
CC(=O)Nc1ccc(NC(=O)COC(=O)c2ccc(Cl)nc2)cc1 | -2.0 | 5.6 | 2.0 | -1.5 | 1.4 | -2.9 | 1.6 | -0.7 | 6.4 | 2.2
COc1cccc(CN2CCNC(=O)C2CC(=O)NCCN2CCOCC2)c1OC (stereo not given) | -2.7 | 2.8 | -5.7 | -1.0 | 0.6 | -1.0 | 3.8 | -3.1 | 6.8 | -2.6
O=C1/C(=C/c2ccncc2)CCc2ccccc21 | -1.0 | -0.4 | -0.7 | -3.6 | 0.4 | 1.3 | -3.6 | -1.9 | 3.3 | -0.1
CC(=O)c1cc(C#N)c(N2CCN(c3ccccc3)CC2)nc1C | 7.9 | 11.3 | 0.1 | -2.1 | -3.5 | 9.8 | -1.5 | 6.6 | -0.8 | -1.6
COc1cc(/C=C/C(=O)O)cc(S(=O)(=O)Nc2ccc3nc(SC)sc3c2)c1OC | 4.9 | -14.8 | 17.7 | -1.2 | 50.0* | -4.7 | 6.7 | -5.1 | -6.0 | -2.5
COc1ccc(OC)c(CCNC(=O)C(C)n2nc(C)c3c(C)n(-c4ccccc4)nc3c2=O)c1 (stereo not given) | 12.3 | 6.3 | -2.8 | 0.8 | -8.4 | -2.6 | -2.8 | 4.3 | 5.1 | 0.9
O=C(NCCN1CCOCC1)C(=O)NCC1OCCN1S(=O)(=O)c1ccc(Cl)cc1 (stereo not given) | 8.5 | 1.5 | -3.3 | -0.6 | 4.1 | -0.8 | -4.2 | 0.1 | 6.0 | 4.9
COc1ccccc1NC(=O)COC(=O)C1CC2C=CC1C2 (stereo not given) | 8.2 | -1.4 | -0.8 | -1.1 | -0.6 | 2.3 | -0.3 | 2.3 | 3.9 | 3.2
C=C(C(=O)c1ccccc1)C(C)C(=C)C(=O)c1ccccc1 | -7.9 | 1.1 | 0.1 | 0.5 | -2.3 | 3.3 | 1.8 | -8.3 | -9.3 | -1.4
Cc1c(C(=O)N2CCC(C)CC2)sc2ncnc(N(C)c3ccccc3)c12 | -5.8 | 1.8 | -1.0 | 2.1 | -6.1 | -3.4 | 0.4 | 4.0 | -11.7 | -4.0
CCN(CC)S(=O)(=O)c1cc(C(=O)OCC(=O)c2ccc3c(c2)NC(=O)CO3)ccc1Cl | -1.4 | 6.4 | 3.5 | 1.3 | 4.0 | 7.9 | -1.3 | -0.8 | 5.5 | 8.3
CCOc1ccccc1N(CC(=O)NC1CCCCC1)C(=O)CCCC(=O)Nc1ccccn1 | -2.1 | 0.5 | -1.0 | 0.8 | -2.8 | -0.6 | -1.5 | 1.8 | 7.5 | -7.0
CCOC(=O)Nc1cccc2ccccc12 | 0.9 | 2.3 | 0.8 | 0.6 | -2.6 | 1.8 | -0.9 | -0.8 | 5.7 | -0.2
Continued:
SMILES | TDP2 inh | SIAE primary | mABHD4 FP | PG9 binder | rCAG binder | Rev-erbA mod | PRMT1 FP inh | TCR CD3 inh | HTRA1 inhibitor | LEDGF integ inh
O=S(=O)(NC1CCN(Cc2ccccc2)CC1)c1ccc(Cl)cc1 | 1.6 | -1.8 | 0.8 | 0.0 | -2.2 | 6.4 | -3.0 | 7.6 | nt | 1.2
CCOC(=O)C1(Cc2ccccc2C(F)(F)F)CCN(Cc2ccc(COC)o2)CC1 | -18.5 | 0.6 | -1.5 | -2.5 | -2.5 | 12.3 | -0.4 | -8.2 | -6.1 | 8.0
Cc1ccc(-c2csc(C3=C(O)CN(NC(=O)c4ccco4)C3=N)n2)cc1 | -1.4 | 2.4 | 0.5 | -2.4 | 4.1 | -14.8 | -9.6 | 3.1 | 1.9 | 0.8
O=C(Cc1ccccc1)Nc1c(Cl)ccc2nsnc12 | -1.0 | -3.2 | -2.5 | 0.8 | 0.3 | -6.9 | -1.4 | 7.8 | nt | -3.3
CC1CCc2nc(/C(C#N)=C/c3ccncc3)sc2C1 (stereo not given) | -2.9 | -5.6 | -7.7 | 1.8 | -0.5 | -1.2 | -0.1 | -7.9 | 1.5 | 2.5
O=c1c(-c2n[nH]c(=S)n2-c2ccccc2)cccn1Cc1cccc(Cl)c1 | -8.5 | 0.3 | 11.5 | 0.1 | 4.5 | 4.9 | 5.6 | -0.9 | 0.7 | -7.4
COC(=O)[C@]12C[C@H](CC(=O)NCCCN3CCCC3=O)C(=O)N(Cc3ccco3)C1=C[C@H](C(C)(C)C)O[C@@H]2C | 9.4 | -3.5 | -0.1 | nt | -2.9 | -1.7 | -0.5 | nt | nt | -0.8
COc1cc(/C=C/C(=O)O)cc(S(=O)(=O)Nc2ccc(S(=O)(=O)N3CCCCC3)cc2)c1OC | 2.1 | -1.7 | 4.1 | -0.6 | 11.9 | -5.3 | 2.1 | -1.8 | -1.3 | 1.8
CCOc1ccc(Br)cc1S(=O)(=O)Nc1cccc(S(=O)(=O)N(C)c2ccccc2)c1 | 2.3 | -25.3 | -44.1 | 0.9 | 23.9 | -2.8 | 1.7 | -1.9 | -54.3 | 1.0
CC(C)=CCN1CCN(Cc2cc(C(C)C)n[nH]2)CC1CCO (stereo not given) | -19.4 | 2.5 | 0.9 | 0.9 | -6.5 | -3.8 | -6.0 | 3.4 | 8.2 | 4.7
CCC[N+](CC#Cc1ccccc1)(CCC)CC(=O)OC | 10.6 | -0.2 | -0.6 | 1.0 | 1.8 | -0.6 | -2.6 | -3.0 | -0.3 | 0.6
CCn1c(NCc2cc(Cl)ccc2O)nc2ccccc21 | -16.2 | 0.3 | 0.8 | 0.8 | -1.7 | 3.3 | 0.9 | -2.2 | -0.8 | -3.2
N#C/C(=C/c1cc(Br)cs1)C(=O)NCC1CCCO1 (stereo not given) | 7.7 | 0.0 | 3.1 | 0.1 | -2.9 | 1.5 | -1.2 | -8.5 | -10.8 | 0.4
CCOC(=O)c1c(C)[nH]c(C)c1C(=O)COC(=O)CNC(=O)c1ccc(OCC)cc1 | 16.5 | 4.6 | 0.9 | -0.1 | 1.7 | -0.7 | -0.9 | 0.6 | 0.8 | 1.4
Cc1cc(N2CCN(c3nc(-c4ccc([N+](=O)[O-])cc4)cs3)CC2)c2ccccc2n1 | -4.7 | 10.7 | 0.0 | -0.6 | 3.6 | 3.4 | 0.0 | 3.6 | -17.3 | 4.1
COc1ccc2c(=O)c(Oc3ccc(C(=O)O)cc3)c(C(F)(F)F)oc2c1 | -0.7 | -3.3 | 3.6 | 1.5 | 4.0 | -4.2 | 1.6 | 6.0 | 6.4 | -1.2
Cc1c(N2C(=O)C3C4C=CC(C4)C3C2=O)c(=O)n(-c2ccccc2)n1C (stereo not given) | 1.4 | -1.2 | -0.3 | -1.4 | -4.4 | 4.6 | 3.4 | -1.8 | 5.2 | -3.3
O=C(O)c1cc2ccc3cccc4ccc(c1)c2c34 | 3.2 | -5.9 | -8.3 | -1.4 | 12.5 | -2.3 | 3.2 | -7.0 | -19.3 | -2.8

One compound at a time, from the list above.
Entry for `CCOC(=O)C1(Cc2ccccc2C(F)(F)F)CCN(Cc2ccc(COC)o2)CC1` = TDP2 inh = -18.5; SIAE primary = 0.6; mABHD4 FP = -1.5; PG9 binder = -2.5; rCAG binder = -2.5; Rev-erbA mod = 12.3; PRMT1 FP inh = -0.4; TCR CD3 inh = -8.2; HTRA1 inhibitor = -6.1; LEDGF integ inh = 8.0
Entry for `Cc1ccc(-c2csc(C3=C(O)CN(NC(=O)c4ccco4)C3=N)n2)cc1` = TDP2 inh = -1.4; SIAE primary = 2.4; mABHD4 FP = 0.5; PG9 binder = -2.4; rCAG binder = 4.1; Rev-erbA mod = -14.8; PRMT1 FP inh = -9.6; TCR CD3 inh = 3.1; HTRA1 inhibitor = 1.9; LEDGF integ inh = 0.8
